High-throughput results deposited in PubChem BioAssay by several laboratories.
BoNT-A LC inh2: BoNT/A light chain protease inhibitors, primary screen, biochemical, flow cytometry, MLPCN library; Botulinum neurotoxin type A light chain protease (Clostridium botulinum A str. ATCC 3502); multiplex microsphere protease substrate cleavage; inhibition, % at 10 µM; 360,000 compounds, 0.17% hits; note: plate controls were buffer without enzyme for full effect and enzyme alone for no effect
PriA SSB inh: inhibitors of Klebsiella pneumoniae PriA binding to SSB C-terminal tail, primary screen, biochemical, AlphaScreen; PriA–SSB C-terminal tail interaction (Klebsiella pneumoniae); AlphaScreen SSBct-PriA binding, biotinylated peptide; inhibition, % at 33 µM; 430,000 compounds, 0.6% hits; AID 1272365, 2023; in the data active = inhibition mostly above about 37%, no sharp cut-off; inactive = mostly below about 20%;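 note: plate controls were negative control peptide for no effect and reference peptide for full effect; strong numbers were not always called active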
VHR inh abs: VHR1 phosphatase inhibitors, primary screen, biochemical, absorbance, uHTS; Dual specificity protein phosphatase 3 (Homo sapiens), P51452; recombinant VHR phosphatase, pNPP absorbance; inhibition, % at 13.3 µM; 290,000 compounds, 0.52% hits; in the data active = inhibition above about 50%; note: some compounds called inactive have numbers as strong as hits
TcdB GH inh: TcdB glycohydrolase inhibitors, primary screen, biochemical, single point, plate reader; Toxin B (Clostridioides difficile), P18177; TcdB glycohydrolase enzymatic assay; inhibition, % at 9.99 µM; 350,000 compounds, 0.24% hits; in the data active = inhibition above about 10%
Target sequence (P18177 whole entry, looked up): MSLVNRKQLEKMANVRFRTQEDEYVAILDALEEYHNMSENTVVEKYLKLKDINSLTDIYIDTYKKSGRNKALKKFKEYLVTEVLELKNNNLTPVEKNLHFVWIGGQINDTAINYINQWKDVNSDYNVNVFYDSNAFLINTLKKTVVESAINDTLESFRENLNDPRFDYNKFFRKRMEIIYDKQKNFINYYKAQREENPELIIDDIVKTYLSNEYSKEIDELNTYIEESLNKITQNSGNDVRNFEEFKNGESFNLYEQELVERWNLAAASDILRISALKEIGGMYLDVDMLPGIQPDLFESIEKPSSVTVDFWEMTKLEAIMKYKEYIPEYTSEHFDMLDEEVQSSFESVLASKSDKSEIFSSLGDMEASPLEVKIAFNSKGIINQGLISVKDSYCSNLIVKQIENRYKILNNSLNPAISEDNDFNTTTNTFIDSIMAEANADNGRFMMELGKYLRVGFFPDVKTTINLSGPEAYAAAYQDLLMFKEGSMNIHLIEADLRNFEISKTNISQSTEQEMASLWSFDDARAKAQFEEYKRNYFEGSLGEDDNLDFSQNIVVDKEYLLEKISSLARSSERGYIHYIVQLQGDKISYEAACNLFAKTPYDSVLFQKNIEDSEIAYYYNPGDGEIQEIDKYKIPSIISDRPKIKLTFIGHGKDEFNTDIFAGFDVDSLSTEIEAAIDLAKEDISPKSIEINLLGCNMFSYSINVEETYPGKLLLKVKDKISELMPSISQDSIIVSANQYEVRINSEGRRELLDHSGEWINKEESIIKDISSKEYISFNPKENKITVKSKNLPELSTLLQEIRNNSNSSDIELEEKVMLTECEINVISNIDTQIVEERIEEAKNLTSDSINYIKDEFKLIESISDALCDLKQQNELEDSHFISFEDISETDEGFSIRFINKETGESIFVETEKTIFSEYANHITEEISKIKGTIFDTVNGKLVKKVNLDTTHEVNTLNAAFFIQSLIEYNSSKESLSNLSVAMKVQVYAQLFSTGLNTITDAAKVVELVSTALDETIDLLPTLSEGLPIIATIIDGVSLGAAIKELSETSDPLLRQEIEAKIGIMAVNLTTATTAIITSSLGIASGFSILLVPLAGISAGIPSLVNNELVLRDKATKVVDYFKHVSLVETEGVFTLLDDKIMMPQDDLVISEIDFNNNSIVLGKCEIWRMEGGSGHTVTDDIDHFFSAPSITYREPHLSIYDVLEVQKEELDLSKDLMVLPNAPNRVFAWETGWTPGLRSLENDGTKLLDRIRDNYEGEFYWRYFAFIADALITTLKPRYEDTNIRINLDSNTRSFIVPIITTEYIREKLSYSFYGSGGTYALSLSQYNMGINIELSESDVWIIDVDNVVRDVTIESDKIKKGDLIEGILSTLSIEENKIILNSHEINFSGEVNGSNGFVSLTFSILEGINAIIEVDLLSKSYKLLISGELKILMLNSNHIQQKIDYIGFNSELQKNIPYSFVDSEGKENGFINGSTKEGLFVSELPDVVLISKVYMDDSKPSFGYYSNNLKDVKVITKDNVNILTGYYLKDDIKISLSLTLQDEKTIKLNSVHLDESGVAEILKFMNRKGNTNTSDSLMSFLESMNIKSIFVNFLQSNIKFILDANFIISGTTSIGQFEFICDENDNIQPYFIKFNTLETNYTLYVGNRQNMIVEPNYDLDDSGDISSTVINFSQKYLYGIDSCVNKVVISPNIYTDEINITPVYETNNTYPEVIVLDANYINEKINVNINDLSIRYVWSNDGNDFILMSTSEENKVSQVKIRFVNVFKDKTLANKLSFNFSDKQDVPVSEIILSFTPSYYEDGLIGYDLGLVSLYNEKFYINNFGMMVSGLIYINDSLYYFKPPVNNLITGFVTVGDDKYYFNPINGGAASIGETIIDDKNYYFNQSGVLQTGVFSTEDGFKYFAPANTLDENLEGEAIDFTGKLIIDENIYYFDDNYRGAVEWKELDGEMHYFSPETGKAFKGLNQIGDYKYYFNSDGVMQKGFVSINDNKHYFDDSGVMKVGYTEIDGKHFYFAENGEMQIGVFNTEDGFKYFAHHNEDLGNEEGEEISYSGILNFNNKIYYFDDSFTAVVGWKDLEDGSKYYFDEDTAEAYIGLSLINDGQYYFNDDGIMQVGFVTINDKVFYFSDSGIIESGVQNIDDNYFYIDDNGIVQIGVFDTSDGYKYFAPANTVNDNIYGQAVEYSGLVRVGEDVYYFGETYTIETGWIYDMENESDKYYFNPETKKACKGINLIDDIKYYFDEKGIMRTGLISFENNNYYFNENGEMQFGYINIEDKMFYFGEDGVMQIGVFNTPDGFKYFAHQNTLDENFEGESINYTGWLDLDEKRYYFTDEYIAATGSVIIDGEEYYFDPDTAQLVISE
PfHsp40 rescue: rescue of yeast from PfHsp40 toxicity, primary screen, S. cerevisiae, ATP luminescence; S. cerevisiae expressing PfHsp40, growth rescue; growth rescue, % at 12.5 µM; 340,000 compounds, 0.68% hits; AID 504582, 2011; in the data active = growth rescue above about 28%, passing the limit was not always enough; inconclusive = no clear call, values can overlap the other calls;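 note: yeast W303a lacking pdr1 and pdr3 grown in galactose medium; growth measured after three days at 30 °C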
Anthrax LF prot: Bacillus anthracis LF protease inhibitors, primary screen, biochemical, multiplex microsphere, MLPCN library; multiplex microsphere protease cleavage assay; AID 588501, 2011; inhibition, % at 10 µM; Lethal factor (Bacillus anthracis), P15917; 360,000 compounds, 0.12% hits; note: plate controls were buffer without enzyme for full effect and enzyme alone for no effect
CCHFV vOTU inh: CCHFV vOTU protease inhibitors, primary screen, biochemical, Pep-AMC substrate, fluorescence; Crimean-Congo hemorrhagic fever virus L polyprotein viral ovarian tumor (vOTU) protease …; inhibition, % at 11.5 µM; 370,000 compounds, 0.55% hits; AID 651958, 2012; in the data active = inhibition above about 30%; note: 0% = vehicle wells with enzyme and 100% = no enzyme wells
Y pestis TopoI: Yersinia pestis topoisomerase I inhibitors, primary screen, biochemical, cleavage product accumulation, plate reader, single point; Y. pestis Topo-I cleavage product accumulation; activity, % at 10 µM; 360,000 compounds, 0.064% hits; in the data active = activity above about 50%, passing the limit was not always enough; inconclusive = no clear call, values can overlap the other calls; note: inactives centre near 2
Vc quorum ag: inducers of Vibrio cholerae quorum light production without autoinducers, primary screen, BH1578 luxS cqsA deficient, single point; AID 588436, 2011; V. cholerae BH1578 lux reporter, luminescence, 6 h; 350,000 compounds, 0.16% hits; activation, % at 18.7 µM; in the data active = activation mostly above about 9.7%, no sharp cut-off; inconclusive = no clear call, values can overlap the other calls; inactive = mostly below about 3.7%; note: not every result past the cut was called active; inactives centre near 0; reference of the scale not given here
3CLpro inhibitor: SARS-CoV 3CLpro protease inhibitors, primary screen, biochemical, quenched FRET | inhibition, % at 6 µM | Replicase polyprotein 1ab (Severe acute respiratory syndrome coronavirus), P0C6X7 | 290,000 compounds, 0.14% hits | recombinant SARS-CoV 3CLpro, quenched FRET peptide cleavage; in the data active = inhibition above about 12%
* = called active by the depositor; i = inactive; ? = inconclusive; · = no result given. Cut-off read from the data, not from the text of the source, unless noted: active = inhibition above about 30%; inconclusive = no clear call, values can overlap the other calls; inactive = below that. An excerpt (hit frequency here may not be typical).

SMILES	BoNT-A LC inh2	PriA SSB inh	VHR inh abs	TcdB GH inh	PfHsp40 rescue	Anthrax LF prot	CCHFV vOTU inh	Y pestis TopoI	Vc quorum ag	3CLpro inhibitor
CSc1ccc(/C=C2\C(=N)N3N=C(CC(=O)N4CCOCC4)SC3=NC2=O)cc1	0.6	-5.0	23.9	1.2	0.1	-1.5	4.1	6.4	i	-1.3
CN=C(NC)SC1CC(=O)N(c2ccccc2)C1=O (stereo not drawn)	0.9	-1.4	35.3	·	-0.7	0.9	-0.7	-10.2	-1.3	-7.3
CCC(C)N(NC(C)=O)c1nc(Cl)nc(NC(C)C)n1 (stereo not drawn)	-1.8	-11.5	-7.7	·	-1.6	-1.3	3.9	3.1	1.0	-1.6
Cc1ccc(Nc2nc(COC(=O)COc3ccc(C=O)cc3)cs2)cc1	-0.9	0.9	-0.1	·	0.9	-2.4	4.5	-8.0	i	-2.8
Cc1c(C(=O)O)c(=S)sn1CCOc1ccccc1	0.1	6.9	3.5	·	-0.2	-0.6	10.8	1.6	-0.6	5.6
Cc1cccc(NC(=O)C2C3CCC4C(CCC32)C4(Cl)Cl)c1 (stereo not drawn)	0.4	-8.3	-2.9	0.8	-1.2	-0.6	-3.1	2.4	i	3.4
Cn1nnnc1SCCNC(=O)C1CCC(=O)N(Cc2ccccc2F)C1 (stereo not drawn)	-0.2	5.4	-3.6	0.6	1.0	-2.4	9.8	5.6	-0.5	-3.4
CCN1C(=NCCOC)N[C@@H](c2ccccc2)[C@H](C(=O)OC)[C@H]1C	0.1	-12.8	·	0.1	-0.3	1.0	7.0	-7.6	i	·
O=C(NC1CCCCC1)N1Cc2cc(-c3ccccc3)ccc2-n2nncc2C1	-1.4	·	·	-0.1	·	6.0	2.0	·	·	·
CCn1cc(C(=O)N[C@H](C(=O)O)C(C)C)c(=O)c2cc3c(cc21)OCO3	0.4	-11.7	27.4	0.9	-0.5	9.5	-2.4	-5.2	i	4.2
COc1ccc2nc3oc(C(=O)N4CCN(c5ccccc5F)CC4)cc3cc2c1	-0.2	-20.8	2.9	·	0.9	2.3	12.1	14.5	i	-0.8
CCCCOc1ncnc2c1[nH]c1ccc(F)cc12	-0.6	-35.9	15.1	·	0.4	6.0	6.1	3.6	i	-8.5
CC1Cc2cc(-c3csc(NC(=O)Cc4ccccc4)n3)ccc2N1S(C)(=O)=O (stereo not drawn)	-1.2	4.6	28.5	0.7	3.4	-2.5	-5.5	-7.1	i	3.3
COc1ccc(CC(NC(C)=O)C(=O)NC2CCN(C(=O)C3CCCCC3)CC2)cc1OC (stereo not drawn)	0.0	-11.5	-22.9	0.0	-0.1	8.2	-3.3	7.8	-3.6	-1.5
CCNC(=O)CC1SC(=Nc2ccc(Cl)cc2)N(CC)C1=O (stereo not drawn)	-0.1	0.2	-0.8	·	-0.1	-1.4	-7.9	0.3	-0.5	1.3
CC(=O)Nc1ccc(C(=O)COC(=O)C2CC2)c(F)c1	·	0.7	·	7.4	-1.2	·	-4.4	8.8	-0.9	·
Cc1cc(N)cc(C)c1-c1c(Br)cc(N)cc1Br	-0.4	7.9	·	2.1	-0.8	-11.9	12.2	-7.0	i	·
Cc1nnc(NC(=O)c2ccc3c(c2)C(=O)N(CCC(C)C)C3=O)s1	-1.4	-14.8	19.0	·	-2.4	-0.2	2.2	6.7	-0.2	-2.4
Cc1cc(C)cc(NC(=S)NCc2cccnc2)c1	0.1	-0.7	1.7	0.7	-1.5	-2.6	2.0	-0.3	-0.2	-2.9
CC(O)(c1cccc(F)c1)c1nc(-c2ccc(S(C)(=O)=O)cc2)cs1 (stereo not drawn)	-0.2	·	·	1.3	·	-2.5	13.7	1.4	1.3	·
Cc1ccc2c3c1C1(C(=O)N3C(C)(C)CC2C)C(C#N)=C(N)Oc2cc(O)ccc21 (stereo not drawn)	-0.1	13.7	-9.2	·	0.3	-2.7	-9.7	12.0	3.1	-1.9
Cc1ccc2nc(NC(=O)CN3C(=O)NC4(CCCCC4)C3=O)sc2c1	·	-1.1	·	-4.2	-1.7	·	29.0	-5.1	-0.6	·
Cc1ccc(C(=O)Nc2ccccc2C(=O)Nc2ccccn2)cc1Cl	-1.7	-36.5	-3.6	0.2	-0.7	-2.0	-0.8	-2.0	-0.9	5.3
Cn1ncn2c(=O)c3c(nc12)-c1ccccc1CC31CCCC1	0.0	-12.9	17.2	2.9	-0.5	-3.0	-3.3	12.9	-2.3	3.1
Cc1cc(Br)cc(Br)c1OCC(=O)NNC(=O)CCC(=O)NCc1ccccc1	-0.5	-8.2	-9.2	1.5	1.0	-2.4	2.6	-2.5	-0.7	-1.7
Remaining list, next part
SMILES	BoNT-A LC inh2	PriA SSB inh	VHR inh abs	TcdB GH inh	PfHsp40 rescue	Anthrax LF prot	CCHFV vOTU inh	Y pestis TopoI	Vc quorum ag	3CLpro inhibitor
O=C(CSc1n[nH]c(-c2ccccc2O)n1)N1CCCc2ccccc21	0.8	6.5	51.7*	·	4.6	1.1	1.2	4.5	-1.6	0.6
Cc1ccc(CNC(=O)c2ccc(-n3cccc3)cc2)cc1	0.5	1.8	17.7	0.6	0.6	-0.6	12.7	-8.6	i	1.4
C/C=C(/C)C(=O)Nc1cccc(C2=NOC3(C2)C[C@H](C(N)=O)N(C(=O)c2ccccc2)C3)c1 (stereo partly drawn)	0.3	1.9	-11.7	0.3	0.0	-2.1	-4.1	-3.6	-0.6	·
Cc1cc2[nH]c(=O)c(=O)[nH]c2cc1S(=O)(=O)Nc1cccc(C)c1C	1.8	2.3	-12.2	0.8	-1.5	1.2	13.7	3.3	-0.1	11.5
Cc1ccc(Cn2c(N)c(S(=O)(=O)c3cccs3)c3nc4ccccc4nc32)cc1	6.8	-10.3	13.1	·	0.7	1.0	-9.2	7.4	3.0	-11.6
COc1ccc(CNC(=O)CNC(c2ccccc2)c2ccccc2)cc1OC	0.9	-5.0	23.1	2.8	0.2	8.1	-12.6	12.9	-4.8	-2.7
COc1ccc(/C=N/NC(=O)CNc2n[nH]c(=O)[nH]c2=O)cc1OC	0.9	·	34.8	0.8	-0.1	3.1	-8.9	0.0	i	2.1
COc1ccc(N2CCN(S(=O)(=O)c3ccc(OC)c(C(=O)N4CCCC4)c3)CC2)cc1	-1.5	5.2	35.0	0.7	-0.8	-6.7	12.3	9.6	-0.1	-3.5
Cc1ccc2c(=O)n3c(nc2c1)C(Cc1ccccc1)NC(=O)c1cc2ccccc2cc1-3 (stereo not drawn)	-0.4	·	·	-10.2	·	-5.3	14.8	31.6	-0.4	·
O=C(COC(=O)c1cnccn1)Nc1ncc(C(F)(F)F)cc1Cl	-0.1	-17.2	·	0.1	0.6	-1.3	-2.4	-0.2	1.2	·
CC1(C)Cc2c(sc3nc4n(c(=N)c23)CCCCC4)CO1	1.9	0.1	-14.3	·	-0.8	3.2	4.7	3.0	11.2	1.1
CCOC(=O)C(NCc1ccccn1)(NC(=O)c1cccnc1)C(F)(F)F (stereo not drawn)	-0.8	50.7*	12.9	·	-1.7	-4.7	8.4	3.9	-0.5	-0.6
Cc1ccccc1C(=O)NNC(=O)/C=C\C(=O)O	-0.8	-7.7	12.8	-0.3	-0.9	-3.7	-3.4	5.2	-0.9	-2.0
S=C(NCCCN1CCOCC1)NC1CC1	-0.4	-0.8	23.4	2.0	-2.1	-3.9	8.2	1.9	-0.4	0.6
CC1(C)CC(=O)c2cc(NC(=O)c3ccc(F)cc3)c(=O)oc2C1	-0.9	-2.7	17.5	0.9	-0.7	-2.7	-15.7	-4.7	-0.1	5.2
CSc1ncccc1C(=O)Nc1cccc(S(=O)(=O)N2CCCC2)c1	·	1.9	·	1.7	0.7	·	1.0	7.0	-0.3	·
Nc1ccc(-c2cc(-c3cccc(N)c3)nc(-c3ccccc3)n2)cc1	-0.5	-11.9	-8.5	-3.6	-1.2	-1.9	-6.7	-20.8	i	9.3
O=C1/C(=C/c2ccc(Br)cc2)Oc2cc(O)ccc21	-1.0	-4.8	19.7	0.5	-2.9	-0.8	-6.7	-1.3	i	-0.2
Cc1nc2ncc(Br)cc2[nH]1	-0.3	2.2	33.1	0.7	0.4	-0.5	4.9	-1.1	-0.3	6.6
CCOc1ccc(C(=O)NCC(=O)OCCCC(=O)c2ccc(F)cc2)cc1OCC	·	-7.5	·	0.4	-0.5	·	-1.7	2.1	i	·
O=C(COc1ncnc2sccc12)Nc1cccc(S(=O)(=O)N2CCOCC2)c1	6.4	-1.1	·	1.5	-1.1	0.1	-37.1	-1.9	-0.3	·
COc1ccc(S(=O)(=O)NCC(=O)N(CC(=O)NCc2ccccc2)Cc2ccco2)cc1	-1.0	1.5	41.8	0.3	0.0	1.9	1.8	-4.2	i	-1.2
COc1ccc(-c2cc(C(=O)N(C)Cc3nc4ccccc4c(=O)[nH]3)c3ccccc3n2)cc1OC	-0.2	-4.6	·	-0.8	0.3	-3.1	16.5	18.8	i	·
O=C(Cc1ccc(Cl)c(Cl)c1)Nc1ccc2[nH]c(=O)[nH]c2c1	0.1	-1.7	22.6	0.5	0.3	-2.7	-4.1	-7.5	i	-3.8
CCOC(=O)/C(=C/C=C1\Sc2cc(C)c(C)cc2N1CC)C(C)=O	40.4*	1.9	6.5	0.4	0.6	23.0	-0.6	6.3	-0.1	-3.7
(listing goes on)
SMILES	BoNT-A LC inh2	PriA SSB inh	VHR inh abs	TcdB GH inh	PfHsp40 rescue	Anthrax LF prot	CCHFV vOTU inh	Y pestis TopoI	Vc quorum ag	3CLpro inhibitor
CC(C)(Oc1ccc(Cl)cc1)C(=O)NC1CC1	-2.5	-3.4	·	10.5*	-0.5	6.0	12.2	4.8	-1.1	·
Cc1ccc(C2CC(=O)Nc3cc4c(cc32)OCCO4)s1 (stereo not drawn)	?	7.4	-0.5	·	-1.3	-6.1	15.2	7.7	-3.0	0.7
COc1ccc(S(=O)(=O)N2CCCOC2CNC(=O)C(=O)NCc2ccccc2C)cc1 (stereo not drawn)	-0.5	·	·	4.1	·	-5.2	6.1	16.8	-0.7	·
O=C(NCc1ccco1)C(c1ccccc1F)N(Cc1cccnc1)C(=O)Cn1nnc2ccccc21 (stereo not drawn)	0.0	2.0	14.5	·	-1.4	1.7	2.6	-1.1	i	-1.2
COc1ccc(NC(=O)c2ccc(Br)o2)c([N+](=O)[O-])c1	-0.3	0.1	2.7	·	-0.9	-3.6	3.2	-1.8	i	0.5
COc1cc2cc(OC(C)=O)c3cc4c(cc3c2c(OC)c1OC)OCO4	0.2	·	·	0.3	·	8.1	-5.0	·	·	·
CSc1nnc(CCCCCCCCc2nnc(SC)o2)o1	-0.5	-7.4	4.3	0.0	-0.5	-6.8	11.7	0.0	0.8	0.7

Limited to Y pestis TopoI, for some of the entries so far:
Compound	Y pestis TopoI
Cc1ccc(C2CC(=O)Nc3cc4c(cc32)OCCO4)s1 (stereo not drawn)	7.7
COc1ccc(S(=O)(=O)N2CCCOC2CNC(=O)C(=O)NCc2ccccc2C)cc1 (stereo not drawn)	16.8
O=C(NCc1ccco1)C(c1ccccc1F)N(Cc1cccnc1)C(=O)Cn1nnc2ccccc21 (stereo not drawn)	-1.1
